IDE exosite inh – exo-site inhibitors of human IDE, primary screen, biochemical, fluorescence anisotropy, probe displacement; purified IDE, FL-6b probe fluorescence polarization; hits give low values; z-score at 20 µM; actives 6.3% (n = 17,000); AID 1259349, 2017;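 active = z-score of -3 or lower, meaning strong loss of probe binding signal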;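 also: His-tagged human IDE residues 42-1019 made in E. coli with 30 nM FL-6b probe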
Target sequence (P14735 42-1019 limits assumed): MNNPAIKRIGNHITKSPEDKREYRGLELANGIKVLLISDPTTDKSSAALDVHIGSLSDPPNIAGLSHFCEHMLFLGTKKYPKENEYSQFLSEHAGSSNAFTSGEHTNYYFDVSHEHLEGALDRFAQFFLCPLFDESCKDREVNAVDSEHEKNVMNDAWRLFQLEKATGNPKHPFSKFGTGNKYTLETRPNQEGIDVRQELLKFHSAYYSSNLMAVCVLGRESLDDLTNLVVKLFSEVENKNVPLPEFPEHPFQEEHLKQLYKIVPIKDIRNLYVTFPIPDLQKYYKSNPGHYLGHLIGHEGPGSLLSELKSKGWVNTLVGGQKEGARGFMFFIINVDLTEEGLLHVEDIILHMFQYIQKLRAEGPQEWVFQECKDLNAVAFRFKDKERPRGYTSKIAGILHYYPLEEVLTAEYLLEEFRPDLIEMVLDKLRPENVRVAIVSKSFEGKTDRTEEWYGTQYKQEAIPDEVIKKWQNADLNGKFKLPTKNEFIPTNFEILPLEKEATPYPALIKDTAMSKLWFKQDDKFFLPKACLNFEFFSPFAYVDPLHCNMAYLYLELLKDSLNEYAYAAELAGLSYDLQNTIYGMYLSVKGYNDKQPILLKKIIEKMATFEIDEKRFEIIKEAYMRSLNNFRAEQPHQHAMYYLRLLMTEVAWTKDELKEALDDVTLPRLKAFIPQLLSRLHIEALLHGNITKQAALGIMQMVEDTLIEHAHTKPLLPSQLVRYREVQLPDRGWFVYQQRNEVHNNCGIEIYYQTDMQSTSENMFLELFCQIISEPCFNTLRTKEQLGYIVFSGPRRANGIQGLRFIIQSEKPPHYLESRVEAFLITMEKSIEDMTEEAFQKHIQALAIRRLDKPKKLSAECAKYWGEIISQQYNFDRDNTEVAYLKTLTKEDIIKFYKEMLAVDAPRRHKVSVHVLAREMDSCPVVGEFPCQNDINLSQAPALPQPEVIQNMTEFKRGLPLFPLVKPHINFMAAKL
Starred values were filed as active, the others as inactive; & = joins results of further samples.

IDE exosite inh,canonical_smiles
4.12,CCCC#Cc1ccc([C@@H]2[C@H](CO)N3C(=O)CN(C(=O)c4ccncc4)C[C@@H]23)cc1
-1.02,COCC(=O)N1CC2(C1)CN(C(=O)Nc1ccccc1F)[C@@H](CO)c1[nH]c3cc(OC)ccc3c12
0.0202,C[C@@H]1CN([C@@H](C)CO)C(=O)CCCn2nncc2CO[C@@H]1CN(C)Cc1ccccc1C(=O)O
2.38,O=C(Nc1ccc(F)cc1)N1C[C@@H]2[C@H](c3ccccc31)[C@@H](CO)N2Cc1ccccc1Cl
0,C[C@@H](NC(=O)C[C@@H]1C[C@@H]2c3cc(NS(=O)(=O)c4ccc(F)cc4)ccc3O[C@@H]2[C@H](CO)O1)c1ccccc1
5.54,O=C(Nc1ccccc1)N1CCCCN2[C@H](CO)[C@H](c3ccc(Br)cc3)[C@H]2C1
-1.04,CC(C)C#Cc1ccc([C@@H]2[C@@H](CO)N3C(=O)CN(C(=O)NC4CCCC4)C[C@H]23)cc1
0.882,CN(C)C(=O)c1cccc(-c2ccc3c(c2)[C@@H]2[C@@H](CCN2C(=O)Nc2ccc(F)cc2)[C@H](CO)N3C)c1
0.544,COc1ccc(NC(=O)N2CC(=O)N3[C@H](C2)[C@H](c2ccc(-c4ccccc4)cc2)[C@@H]3CO)cc1
2.03,COc1ccc([C@H]2CC=CC[C@@H](C)Oc3ccccc3C(=O)N(C)[C@H](Cc3ccccc3)C(=O)N2)c(OC)c1 (mixture of isomers)
0.522,CCCN1C[C@H](C)[C@H](OC)CN(C)C(=O)c2cc(NS(=O)(=O)c3ccccc3)ccc2OC[C@@H]1C
0.0878,C[C@@H]1CCCCO[C@H](CN(C)CC2CCCCC2)[C@H](C)CN([C@@H](C)CO)C(=O)c2cc(NC(=O)Nc3ccc(C(F)(F)F)cc3)ccc2O1
-1.17,O=C(NC[C@@H]1[C@@H](c2ccccc2)[C@@H](CO)N1Cc1ccccn1)C1CCCC1
0.203,Cc1ccc(S(=O)(=O)N[C@@H]2C=C[C@H](CC(=O)NCc3ccc(Cl)c(Cl)c3)O[C@@H]2CO)cc1
2.92,O=C(Cc1ccccc1)N1C[C@H]2[C@@H](c3ccccc31)[C@H](CO)N2S(=O)(=O)c1ccccc1
2.39,CO[C@H](CN(C)C(=O)c1ccccc1F)[C@H](C)CN([C@H](C)CO)S(=O)(=O)c1ccc(F)cc1
-0.265,Cc1nn(C)cc1NC(=O)C[C@@H]1CC[C@H]2[C@H](COc3ccc(NC(=O)c4cccc(F)c4)cc3C(=O)N2C)O1
1.28,C[C@H](CO)N1C[C@H](C)[C@H](CN(C)S(=O)(=O)c2ccccc2)Oc2ccc(NC(=O)C3CC3)cc2C1=O
-0.0587,C[C@H]1CN([C@@H](C)CO)C(=O)CCCn2cc(nn2)CO[C@@H]1CN(C)S(=O)(=O)c1cccc(C#N)c1
1.75,O=C(c1ccc(F)cc1)N1CCCCN2[C@@H](CO)[C@@H](c3ccc(C#CC4(O)CCCC4)cc3)[C@@H]2C1
-1.28,CCC(=O)N1[C@@H](C#N)[C@H](c2ccccc2-c2ccccc2)[C@@H]1CO
-0.473,COC(=O)C[C@H]1CC[C@H]2[C@H](COc3ccc(NC(=O)c4ccc(C(F)(F)F)cc4)cc3C(=O)N2C)O1
1.99,Cc1ccc(CN2CC(=O)N3[C@H](CO)[C@@H](c4ccc(-c5ccccc5F)cc4)[C@H]3C2)cc1
1.39,CN(C[C@H]1[C@@H](c2ccccc2)[C@@H](CO)N1C(=O)C1CC1)C(=O)c1ccccn1
0.321,N#C[C@@H]1[C@H](c2ccccc2)[C@@H](CO)N1C(=O)c1cc(Cl)cc(Cl)c1
0.365,Cc1cccc(S(=O)(=O)N2C[C@@H](O)COC[C@H]3O[C@H](CC(=O)Nc4ccccc4)CC[C@@H]32)c1
1.32,O=C(NC[C@H]1[C@@H](c2ccccc2)[C@H](CO)N1C(=O)C1CCC1)NC1CCCC1
-0.939,COc1ccc(C#Cc2ccc([C@@H]3[C@H](CO)N4C(=O)CN(C(=O)NC(C)C)C[C@@H]34)cc2)cc1
1.19,C[C@@H]1CCCCO[C@@H](CN(C)C(=O)Cc2ccccc2)[C@H](C)CN([C@@H](C)CO)C(=O)c2cc(NS(C)(=O)=O)ccc2O1
0.982,O=C(c1ccc(F)cc1)N1CCCCN2[C@H](CO)[C@@H](c3ccc(/C=C/c4ccccc4)cc3)[C@@H]2C1
1.18,CO[C@H]1CN(C)C(=O)c2cc(NS(=O)(=O)c3cn(C)cn3)ccc2OC[C@H](C)NC[C@H]1C
0.849,CCCNC(=O)N1CC[C@@H]2[C@@H](CO)N(C)c3ccc(-c4cccc(OC)c4)cc3[C@@H]21
1.84,O=C(c1ccc(F)cc1)N1CCCCN2[C@H](CO)[C@@H](c3ccc(-c4ccccc4)cc3)[C@@H]2C1
-3.11*,O=C(c1ccccc1F)N1CC(=O)N2[C@H](C1)[C@@H](c1ccc(-c3cccnc3)cc1)[C@@H]2CO
2.23,C[C@H](NC(=O)C[C@@H]1C=C[C@H](NS(=O)(=O)c2cccc(F)c2)[C@@H](CO)O1)c1ccccc1
0.0604,CN1C(=O)c2cc(NC(=O)Nc3cccc(C#N)c3)ccc2OC[C@H]2O[C@@H](CC(=O)Nc3ccc4c(c3)CCC4)CC[C@@H]21
-0.191,CCC(=O)N1Cc2cc(C(=O)NCc3cccc(F)c3)nc(-c3cccc(C4=CCCC4)c3)c2[C@H]1CCO
0.653,COc1ccccc1CNC(=O)C[C@H]1C=C[C@@H](NC(=O)CC2CC2)[C@H](CO)O1
2.37,CN(C)C(=O)c1ccc(-c2ccc([C@@H]3[C@H]4CN(C(=O)C5CC5)CC(=O)N4[C@H]3CO)cc2)cc1
-1.12,O=C(Cc1cccnc1)N1CC(=O)N2[C@@H](CO)[C@@H](c3ccc(C#CC4CC4)cc3)[C@@H]2C1
0.923,C[C@H](NC(=O)C[C@H]1CC[C@H]2[C@@H](COC[C@H](O)CN2Cc2ccc(C(F)(F)F)cc2)O1)c1ccccc1
-11.8*,COc1cccc(-c2ccc([C@@H]3[C@@H](CO)N4C(=O)CN(C(=O)C5CCC5)C[C@@H]34)cc2)c1
-1.11,O=C(C[C@@H]1CC[C@H]2[C@@H](COC[C@H](O)CN2Cc2nccs2)O1)N1CCC(Cc2ccccc2)CC1
0.669,O=C(C[C@@H]1CC[C@H]2[C@@H](COC[C@@H](O)CN2C(=O)Nc2cccc(F)c2)O1)NCCCN1CCOCC1
-0.64,N#Cc1cccc(-c2ccc(C3[C@@H]4CNC[C@H]3N4)cc2)c1 (stereo partly drawn)
0.0377,O=C(C[C@H]1CC[C@H]2[C@@H](COC[C@@H](O)CN2S(=O)(=O)c2ccc(F)cc2)O1)NCCN1CCCCC1
-1.34,CC(C)NC(=O)N1[C@H](CO)[C@@H](c2ccccc2)[C@@H]1CN(C)C(=O)c1cccnc1
-1.01,CN1CCN(C(=O)C[C@H]2CC[C@@H]3[C@H](COC[C@H](O)CN3Cc3cccc(-c4ccncc4)c3)O2)CC1
1.36,Cc1ccc(-c2ccccc2[C@@H]2[C@@H](CO)N(C(=O)Cc3cccnc3)[C@H]2C#N)cc1
0.759,N#C[C@H]1[C@H](c2ccccc2)[C@H](CO)N1C(=O)C1CCCC1

Next section
IDE exosite inh,canonical_smiles
-0.684,C[C@@H]1CN([C@@H](C)CO)C(=O)c2ccccc2-c2ccccc2CO[C@@H]1CN(C)C(=O)[C@H]1CCCN1C
4.4,CC(=O)N1CC(=O)N2[C@H](C1)[C@@H](c1ccc(C#CC(C)C)cc1)[C@@H]2CO
3.15,CC(=O)NC[C@H]1[C@H](c2ccc(-c3cccnc3)cc2)[C@@H](CO)N1C(=O)C1CC1
0.481,CCS(=O)(=O)N1CCCCN2[C@H](C1)[C@@H](c1ccc(-c3cccc(C#N)c3)cc1)[C@@H]2CO
1.45,COCC(=O)N1CC[C@@H]2[C@H]1c1cc(C#Cc3ccc(F)cc3)ccc1N[C@@H]2CO
1.27,CCS(=O)(=O)N1CC(=O)N2[C@H](C1)[C@H](c1ccc(-c3ccc(F)cc3)cc1)[C@@H]2CO
-0.318,COCC(=O)N1[C@H](CO)[C@@H](c2ccccc2C2=CCCCC2)[C@@H]1C#N
0.406,CN(C)C(=O)c1cccc(-c2ccccc2[C@H]2[C@@H](C#N)N(C(=O)C3CCCCC3)[C@H]2CO)c1
2.95,COC(=O)c1ccc(CN2CC(=O)N3[C@H](CO)[C@@H](c4ccc(-c5ccccc5F)cc4)[C@H]3C2)cc1
-0.0647,COc1ccc(C#Cc2ccc([C@H]3[C@H]4CN(C(=O)C5CCOCC5)CC(=O)N4[C@H]3CO)cc2)cc1
0.247,C[C@@H]1CN([C@@H](C)CO)C(=O)c2cccc(NC(=O)Nc3ccc(F)cc3)c2O[C@H]1CN(C)S(=O)(=O)c1ccc(Cl)cc1
-0.0848,CC(C)C#Cc1ccc([C@@H]2[C@H](CO)N3C(=O)CN(C(=O)c4ccccn4)C[C@@H]23)cc1
0.387,OC[C@H]1[C@H](c2ccc(-c3ccccc3)cc2)[C@@H]2CN(Cc3cncnc3)CCCCN12
0.0117,CO[C@H]1CN(C)C(=O)c2cc(NS(C)(=O)=O)ccc2OC[C@@H](C)N(C(=O)C2CCOCC2)C[C@@H]1C
-2.71,O=C(Nc1cc(F)ccc1F)N1CC(=O)N2[C@H](C1)[C@@H](c1ccc(-c3ccccc3)cc1)[C@@H]2CO
-1.84,CN1C(=O)c2cc(NC(=O)C3CCOCC3)ccc2OC[C@H]2O[C@@H](CC(=O)Nc3ccc4c(c3)CCCC4)CC[C@@H]21
3,COc1ccc(C#Cc2ccc([C@@H]3[C@H](CO)N4CCCCN(C(=O)Nc5ccccc5F)C[C@@H]34)cc2)cc1
-1.27,CO[C@H]1CN(C)C(=O)c2cc(NC(=O)C3CCCCC3)ccc2OC[C@@H](C)N(C(=O)c2ccccc2)C[C@H]1C
2.62,COCC#Cc1ccc([C@H]2[C@@H](CO)N3CCCCN(C(=O)COC)C[C@H]23)cc1
0.543,CCCNC(=O)C[C@@H]1CC[C@H]2[C@@H](COC[C@@H](O)CN2C(=O)Nc2ccc(Cl)c(Cl)c2)O1
2.81&2.96,Cc1ccc(-c2ccc(C3[C@H]4CNC[C@@H]3N4C(=O)Nc3ccc(F)cc3)cc2)cc1 (stereo partly drawn)
0.718,C[C@@H]1CCCCO[C@H](CN(C)C(=O)Nc2cccc3ccccc23)[C@@H](C)CN([C@@H](C)CO)C(=O)c2cc(NC(=O)CCC(F)(F)F)ccc2O1
-0.568,C[C@H]1CCCCO[C@@H](CN(C)Cc2ccc3c(c2)OCO3)[C@@H](C)CN([C@@H](C)CO)C(=O)c2cc(NS(=O)(=O)c3cn(C)cn3)ccc2O1
0.484,COc1cccc(NC(=O)N2CC(=O)N3[C@H](CO)[C@@H](c4ccc(C#CCC5CCCC5)cc4)[C@@H]3C2)c1
2.09,O=C(c1cccc(F)c1)N1C[C@H]2[C@@H](c3ccccc31)[C@@H](CO)N2Cc1cocn1

Some of the entries so far, bar-delimited:
structure | IDE exosite inh
O=C(Nc1cc(F)ccc1F)N1CC(=O)N2[C@H](C1)[C@@H](c1ccc(-c3ccccc3)cc1)[C@@H]2CO | -2.71
CN1C(=O)c2cc(NC(=O)C3CCOCC3)ccc2OC[C@H]2O[C@@H](CC(=O)Nc3ccc4c(c3)CCCC4)CC[C@@H]21 | -1.84

(next part)
IDE exosite inh,canonical_smiles
-0.0162,O=C(Nc1ccc(F)cc1)N1CC(=O)N2[C@H](C1)[C@H](c1ccc(C3=CCCC3)cc1)[C@@H]2CO
-1.05,O=C(c1ccccn1)N1CC(=O)N2[C@@H](CO)[C@H](c3ccc(C#CCc4ccccc4)cc3)[C@@H]2C1
0.15,Cc1ccc(-c2ccc([C@H]3[C@@H](CO)N4CCCCN(C(=O)c5ccncc5)C[C@@H]34)cc2)cc1
2.72,COCC(=O)N1[C@H](C#N)[C@H](c2ccccc2-c2ccccc2)[C@H]1CO
2.42,CC(C)NC(=O)N1CCCCN2[C@H](CO)[C@@H](c3ccc(C#C[C@H](C)O)cc3)[C@@H]2C1
2.23,COc1ccccc1S(=O)(=O)N1CC[C@@H]2[C@H]1c1cc(-c3cccc(C#N)c3)ccc1N(C)[C@H]2CO
1.12,N#C[C@H]1[C@@H](c2ccccc2C2=CCCCC2)[C@H](CO)N1C(=O)CN1CCOCC1
4.64,O=C(Nc1ccccc1F)N[C@H]1CC[C@@H](CCNC(=O)C2CC2)O[C@@H]1CO
-1.32,O=C(C[C@H]1C=C[C@H](NC(=O)CCN2CCCCC2)[C@H](CO)O1)Nc1nccs1
1.3,CN(C)CC#Cc1ccc([C@H]2[C@H](CO)N3C(=O)CN(C(=O)Cc4cccnc4)C[C@@H]23)cc1
2.26,CC(=O)N(C)C[C@H]1[C@@H](c2ccc(-c3ccc(F)cc3)cc2)[C@@H](CO)N1C(C)=O
-0.506,C[C@H](CO)N1C[C@H](C)[C@@H](CN(C)S(=O)(=O)c2ccc(-n3cccn3)cc2)OCc2cn(nn2)CCCC1=O

In another format: results already given.
SMILES: COc1cccc(-c2ccc([C@@H]3[C@@H](CO)N4C(=O)CN(C(=O)C5CCC5)C[C@@H]34)cc2)c1
  IDE exosite inh: -11.8*

SMILES: O=C(C[C@@H]1CC[C@H]2[C@@H](COC[C@H](O)CN2Cc2nccs2)O1)N1CCC(Cc2ccccc2)CC1
  IDE exosite inh: -1.11

Shown in markdown: part of the list above.
| structure | IDE exosite inh |
| --- | --- |
| O=C(c1cccc(F)c1)N1C[C@H]2[C@@H](c3ccccc31)[C@@H](CO)N2Cc1cocn1 | 2.09 |
| COc1ccc(C#Cc2ccc([C@H]3[C@H]4CN(C(=O)C5CCOCC5)CC(=O)N4[C@H]3CO)cc2)cc1 | -0.0647 |
| C[C@@H]1CN([C@@H](C)CO)C(=O)c2ccccc2-c2ccccc2CO[C@@H]1CN(C)C(=O)[C@H]1CCCN1C | -0.684 |

Bioassay records: PubChem BioAssay, Broad Institute

An excerpt. The share of hits here may be higher or lower than overall.
